ERAP1 inh: blocks human ERAP1 aminopeptidase activity; Q9NZ08; recombinant ERAP1, Leu-AMC fluorescence, 60 min; inhibition, % at 10.7 µM; 340,000 tested, 0.15% active; AID 652197;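 active = mean replicate inhibition of at least 30%, or all replicates individually reaching that 30% level; inactive = mean below 30% and not every replicate reaching it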;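 note: 0% = neutral control wells and 100% = L-leucinethiol positive control wells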
RAD52 inh: RAD52 (human) annealing inhibition; recombinant RAD52 DNA annealing, FRET fluorescence; AID 651710; 360,000 tested, 0.46% active; inhibition, % at 18.7 µM;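 active = every replicate showing at least 50% inhibition; inconclusive = mean inhibition at least 50% but not in every replicate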
Target sequence (P43351 whole entry, looked up): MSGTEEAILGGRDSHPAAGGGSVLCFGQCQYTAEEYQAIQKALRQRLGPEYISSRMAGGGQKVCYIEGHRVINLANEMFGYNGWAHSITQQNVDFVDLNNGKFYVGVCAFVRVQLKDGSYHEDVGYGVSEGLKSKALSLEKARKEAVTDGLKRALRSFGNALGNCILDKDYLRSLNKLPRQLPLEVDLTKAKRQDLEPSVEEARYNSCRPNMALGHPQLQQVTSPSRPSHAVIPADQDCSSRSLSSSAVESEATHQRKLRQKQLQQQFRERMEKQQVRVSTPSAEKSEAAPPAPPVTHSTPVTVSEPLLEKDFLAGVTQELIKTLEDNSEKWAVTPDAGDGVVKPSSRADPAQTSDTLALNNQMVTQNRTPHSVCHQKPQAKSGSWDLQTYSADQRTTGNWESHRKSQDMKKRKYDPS
E-selectin induc: E-selectin induction on HUVECs; AID 686992; activation, % at 7.58 µM; 260,000 tested, 0.37% active; P16581; HUVEC E-selectin immunofluorescence imaging; normalized: neutral wells 0, TNF-alpha wells 100;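 active = mean E-selectin-positive cell signal at least 10% of the positive control, reached in at least 60% of replicates, without over 20% cell loss; inconclusive = no rule given, readout overlaps actives, possibly toxicity-flagged; inactive = the rest, including those meeting only one limit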;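 note: in these data hits start at about 27%; measured in HUVEC primary endothelial cells; signal is the percent of cells scored E-selectin positive by PE staining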
Target sequence (P16581 whole entry, looked up): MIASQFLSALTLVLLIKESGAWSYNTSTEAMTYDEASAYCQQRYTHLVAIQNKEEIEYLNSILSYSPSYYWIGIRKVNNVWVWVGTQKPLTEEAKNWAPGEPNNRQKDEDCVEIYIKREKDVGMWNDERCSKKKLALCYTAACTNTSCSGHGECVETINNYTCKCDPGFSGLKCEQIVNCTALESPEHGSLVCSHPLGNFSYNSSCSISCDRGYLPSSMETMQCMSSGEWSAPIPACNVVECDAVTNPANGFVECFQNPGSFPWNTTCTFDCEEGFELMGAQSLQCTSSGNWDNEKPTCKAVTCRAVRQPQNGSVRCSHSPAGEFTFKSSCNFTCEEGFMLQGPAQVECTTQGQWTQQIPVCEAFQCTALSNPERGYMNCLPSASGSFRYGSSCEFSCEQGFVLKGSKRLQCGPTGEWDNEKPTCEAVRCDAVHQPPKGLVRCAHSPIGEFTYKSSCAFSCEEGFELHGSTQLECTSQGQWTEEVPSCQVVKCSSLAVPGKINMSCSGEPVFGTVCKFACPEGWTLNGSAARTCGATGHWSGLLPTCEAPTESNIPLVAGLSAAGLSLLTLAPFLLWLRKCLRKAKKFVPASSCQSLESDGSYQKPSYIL
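Assay system: HUVEC, human umbilical vein endothelial cells / Amount: 3,000 HUVEC/well / Controls: TNF-alpha positive control, DMSO neutral control / Compound dosing: single concentration / Medium: EGM-2 over gelatin coat / Evaluation: percent E-selectin-positive cells / Signal: immunofluorescence imaging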
An asterisk follows results filed as active; ? = inconclusive. These rows are one share of the data (hit frequency here may not be typical).

Results follow in this order: ERAP1 inh, RAD52 inh, E-selectin induc
1: CCc1nnc(NS(=O)(=O)c2ccc(NC(=O)c3cc4ccccc4oc3=O)cc2)s1
 : 1, -22, -1.8
2: CCN(CC(=O)Nc1cc(Cl)ccc1C)C(=O)CSCc1ccccc1
 : -6, -9, -0.1
3: COC(=O)Cc1nnn2c1[C@H](C)[C@@H](OC)c1cccc(Cl)c1-2
 : -2, -9, -0.2
4: S=C(Nc1ccc(Cl)cc1Cl)N1CCOCC1
 : -1, 0, 3.4
5: CCCC(=O)c1c(NCCO)cc(C)oc1=O
 : 1, -6, 0.0
6: O=C(N[C@H](Cc1ccccc1)C(=O)NCc1ccc2c(c1)OCO2)[C@H]1O[C@@H](n2ccc(=O)[nH]c2=O)[C@H](O)[C@@H]1O
 : 3, -12, 20
7: COC(=O)[C@]12CCCCC=C1N(CCC1=CCCCC1)C(=O)[C@H](CC(=O)N1CCN(C(=O)c3ccco3)CC1)C2
 : 0, -3, -0.3
8: O=C(/C=C/c1cccc(OCc2ccccc2)c1)c1cccnc1
 : 0, -7, 0.0
9: O=C(NCCCl)c1ccc(OCc2ccccc2)cc1Cl
 : 5, 28, 0.0
10: NC(=S)NN=C1CCCCCCCCC1
 : 1, -3, 0.0
11: Cn1ncc([N+](=O)[O-])c1C(=O)N/N=C/c1c[nH]c2ccccc12
 : 0, -13, 0.2
12: O=C(NNS(=O)(=O)c1ccc(F)cc1)c1cnn(-c2ccccc2)c1C(F)(F)F
 : 17, -5, -0.2
13: CCN(CC)S(=O)(=O)c1cccc(C(=O)N[C@@H](C)c2nc3ccccc3[nH]2)c1
 : -4, -13, 1.3
14: Cc1ccc(NS(=O)(=O)c2cccc(C(=O)NNC(=O)c3ccco3)c2)c(C)c1
 : 7, -8, 0.2
15: O=C(CN1C(=O)NC2(CCCC2)C1=O)OCc1ccc(Cl)c(Cl)c1
 : -2, 11, -2.3
16: Cc1ccccc1Nc1sc(C(=O)Nc2cccc(Cl)c2)c(N)c1C(N)=O
 : 1, -11, 0.0
17: CCOc1ccc(CCNC(=O)COC(=O)c2sccc2C)cc1OCC
 : -1, -4, 0.6
18: COC(=O)C1=C(C)N(C)C(=NCc2ccc3c(c2)OCO3)NC1c1cccc(F)c1 (stereo not drawn)
 : -3, -1, -0.2
19: COc1ccc(C(=O)NCCCn2ccnc2)cc1[N+](=O)[O-]
 : -4, -12, 0.2
20: CCOC(=O)C1=C(O)/C(=C/c2ccc(OCC(=O)O)c(OCC)c2)SC1=Nc1ccccc1
 : 11, -2, 3.6
21: CCOc1ccccc1N1CCN(C(=O)c2c(CC)noc2C)CC1
 : -2, -11, 0.0
22: COc1ccc(C(C(=O)Nc2ccc(F)cc2)N2CCN(C(=O)c3ccco3)CC2)cc1 (stereo not drawn)
 : 2, -10, 0.1
23: O=C1N=c2ccc(Br)cc2=C1c1sc(=S)n(NS(=O)(=O)c2ccccc2)c1O
 : -8, -8, -2.8
24: COc1ccc(Cc2nc(-c3ccccn3)no2)cc1OC
 : -2, -5, -0.2
25: COc1ccc2c3c([nH]c2c1)[C@H](CO)N(Cc1cccc(F)c1)CC31CN(Cc2ccccn2)C1
 : -1, -20, -0.4
26: C/C(CC(=O)NC12CC3CC(CC(C3)C1)C2)=N\NC(=O)c1cnccn1
 : -1, -3, 3.6
27: CCNc1ccc(S(=O)(=O)N(C)C)cc1[N+](=O)[O-]
 : 23, -12, 3.6
28: CCc1c(-c2ccc(Cl)cc2)ncn1Cc1cccc(-c2ccccc2)c1
 : -2, -26, 1.4
29: CC(/C=N/NC(=O)Cn1cnc2c1c(=O)n(C)c(=O)n2C)=C\c1ccccc1
 : -1, -2, -0.2
30: COCCNC(=S)N1CCN(c2ccc(Cl)cc2)CC1
 : -2, -6, 0.3
31: CC(Sc1nnc(NC2CC2)s1)C(=O)Nc1ccc(N2CCOCC2)cc1 (stereo not drawn)
 : 0, 3, 0.1
32: COc1ccc2c3c(n(C)c2c1)[C@H](CO)N(C(=O)C1CCOCC1)CC31CCN(Cc2cccc(F)c2)CC1
 : 0, 14, 0.0
33: CCOC(=O)N1CCN(C(=O)C[C@H]2C[C@@]3(C(=O)OC)C(=C[C@H](C4CCCC4)O[C@@H]3C)N(Cc3ccccc3)C2=O)CC1
 : -4, -2, 0.8
34: C[C@H](O)[C@@H]1C(=O)N2CCc3c([nH]c4c(-c5ccccc5)cccc34)[C@@H]2C[C@@H]1N(C)C(=O)/C=C/c1ccccc1
 : 3, -12, -0.1
35: Cc1nn(C)c(C)c1S(=O)(=O)N1CCC(CO)(Cc2ccc(Cl)cc2)CC1
 : -1, -3, 0.0
36: COC(=O)CNC(=O)COC(=O)/C=C/c1ccccc1[N+](=O)[O-]
 : -3, 3, -0.1
37: CC(C)(C)C(=O)c1c(N)[nH]c(C(=O)c2ccccc2)c1-c1ccc(Br)cc1
 : 0, -27, 0.2
38: COCCN1Cc2cc(C(=O)OC)c3c(c2C1=O)c1cc(F)ccc1n3S(=O)(=O)c1cccc(C)c1
 : -6, -39, -0.2
39: O=S(=O)(c1ccc(F)cc1)N1CCCc2nc(-c3ccc(F)cc3)ccc21
 : -4, -21, 0.7
40: CC(C)(C)[S@@](=O)N1Cc2cc(C(=O)N3CCCCC3)nc(-c3cccc(Br)c3)c2[C@H]1CCO
 : -4, -26, -0.1
41: On1nnc2ccc(C(F)(F)F)cc21
 : -2, -5, -0.1
42: O=C1Nc2ccccc2-n2nnnc2C1N1CCN(c2ccc(C(F)(F)F)cc2[N+](=O)[O-])CC1 (stereo not drawn)
 : 2, 2, 0.2
43: Cc1cn(S(=O)(=O)c2ccc(Cl)cc2)c(C)n1
 : -1, -7, 2.8
44: CC(C)NC(=O)N1CC2(C1)[C@@H](c1ccccc1)[C@H](CO)N2C(=O)C1CC1
 : 2, 2, -0.1
45: CCC(C(=O)NC(C)(C)C)n1c(C(c2ccccc2)c2ccccc2)nc2ccccc21 (stereo not drawn)
 : -2, -20, -0.2
46: COc1ccc(/C=N/NC(=O)c2cc(O)c(O)c(O)c2)cc1Cn1cc([N+](=O)[O-])cn1
 : 3, -3, 0.0
47: C[C@H]1COc2cc(NCCO)ccc2S(=O)(=O)N1
 : -3, -9, 0.0
48: O=C(NCCCN1CCOCC1)c1cc(-c2ccc(Br)cc2)nc2ccccc12
 : -3, -12, 1.7
49: O=C(/C=C/c1ccccc1)NC(=S)Nc1ccc2c3c(cccc13)CC2
 : -4, 9, -0.4
50: Cc1ccc(N2C(=O)N(CC(=O)Nc3ccc(C)c(C)c3)C(=O)C2C)cc1 (stereo not drawn)
 : -7, -10, -0.3

Carrying on.
Results follow in this order: ERAP1 inh, RAD52 inh, E-selectin induc
51: CC(=O)N/C(=C/c1ccc(OS(=O)(=O)c2ccc(C)cc2)cc1)C(=O)NCCO
 : 1, -7, 0.3
52: COC(=O)c1cc2c(c3c4cc(F)ccc4n(S(=O)(=O)c4ccc(C)cc4)c13)C(=O)N(Cc1ccccc1)C2
 : -2, -20, -0.3
53: CC(C)CCNC(=O)COc1ccc(C(=O)c2ccccc2)cc1
 : 21, -6, 1.7
54: CCOC(=O)C(=O)N(Nc1ccccc1C)c1ccccc1C
 : 0, -6, -0.2
55: COc1cc(SC)ccc1C(=O)NCCOc1ccc(F)cc1
 : -2, -14, -0.1
56: Cc1csc(SCC(=O)NC(=O)NC(C)C)n1
 : 11, -6, 0.9
57: N#C/C(=C\C1=C(N2CCOCC2)C(=C\c2ccc(Cl)cc2)/CC1)C(=O)Nc1ccccc1F
 : -2, -25, 1.0
58: CCOC(=O)c1cc2ccccc2n1C1CCN(CCc2ccccc2)CC1
 : -12, -2, 11
59: COC(CNC(=O)c1ccc2c(c1)ncn2-c1cccc(F)c1)OC
 : -3, 2, 0.0
60: CC1C(O)=C(c2ccccc2)P(=O)(Cc2ccccc2)C1C (stereo not drawn)
 : 5, -13, -0.3
61: CCCCN1C(=O)C(CC(=O)NC(c2ccccc2)c2ccccc2)CC(C(=O)N2CCCCCC2)=C1C (stereo not drawn)
 : -2, -5, 0.1
62: CSc1nnc(-c2cccc(NC(=S)NN)c2)o1
 : 4, -38, 1.3
63: CCN(C(=S)Nc1cc(S(=O)(=O)N2CCOCC2)ccc1Cl)c1cccc2ccccc12
 : 0, -8, -1.3
64: Cc1cc(C)n(C(=O)c2ccc(Cl)c(F)c2F)n1
 : -2, -8, 0.1
65: CCCCCCNC(=O)CCCCCNS(=O)(=O)c1ccc(OC)cc1
 : 2, -9, -1.6
66: COc1ccc(Nc2c(CC(C)C)nc3nc(C)cc(C)n23)cc1
 : 5, 12, 0.0
67: CCCS(=O)(=O)N1CCCC(C(=O)NCC(OC)OC)C1 (stereo not drawn)
 : 4, -10, 0.1
68: CN(C)/C=C(\C#N)C(=O)N/N=C/c1ccc(Cl)cc1
 : 3, -18, -0.2
69: O=C(NCCCN1CCOCC1)c1ccc(-c2ccc(Cl)cc2)o1
 : -2, -8, 0.4
70: COC(=O)c1cc2c(c3c4cc(F)ccc4n(S(=O)(=O)c4ccc(C)cc4)c13)C(=O)N(Cc1ccc(N(C)C)cc1)C2
 : -5, -10, -0.1
71: COc1cc(NC(=S)N2CCN(c3ccccn3)CC2)cc(OC)c1OC
 : 0, -14, 5.0
72: Cc1ccc(/C=C/C(=O)Nc2ncc(C)s2)o1
 : 5, -59, 0.3
73: CCN(CC)C(=S)NCCc1ccccc1
 : 2, -6, ?
74: COc1cc(C2NC(=S)NC(c3ccccc3)=C2C(C)=O)ccc1O (stereo not drawn)
 : 2, 4, -0.4
75: O=C(c1ccco1)N1CCN(C(=O)c2cc3cc([N+](=O)[O-])ccc3oc2=O)CC1
 : 7, -20, 1.3
76: COc1cc2c3c(c1OC)C1(C=CC(=NNC(N)=O)C=C1)CC3N(C(C)=O)CC2 (stereo not drawn)
 : -4, -13, 0.3
77: Cc1cc(=O)[nH]c(SCC(=O)Nc2cc(S(=O)(=O)N(C)C)ccc2Cl)n1
 : 2, -7, 3.4
78: O=C(CSc1nc2[nH]ncc2c(=O)[nH]1)Nc1cccc(Cl)c1
 : -2, -10, 0.1
79: Cc1cc(OCCn2cnc3ccccc3c2=O)ccc1[N+](=O)[O-]
 : 2, -16, 6.7
80: CCOC(=O)C1CCN(c2ccc([N+](=O)[O-])cc2)CC1
 : 0, -27, -0.4

Record cards (already shown). Order of screens: ERAP1 inh	RAD52 inh	E-selectin induc
Listed for CCOC(=O)C1CCN(c2ccc([N+](=O)[O-])cc2)CC1 = 0	-27	-0.4
Listed for Cc1cc(=O)[nH]c(SCC(=O)Nc2cc(S(=O)(=O)N(C)C)ccc2Cl)n1 = 2	-7	3.4
Listed for COc1cc2c3c(c1OC)C1(C=CC(=NNC(N)=O)C=C1)CC3N(C(C)=O)CC2 (stereo not drawn) = -4	-13	0.3
Listed for COc1cc(NC(=S)N2CCN(c3ccccn3)CC2)cc(OC)c1OC = 0	-14	5.0

Next records:
Results follow in this order: ERAP1 inh, RAD52 inh, E-selectin induc
81: COc1ccc(NC(=O)C(c2ccc(C(F)(F)F)cc2)n2c(=O)c(-c3cc4ccccc4[nH]3)nc3ccccc32)cc1 (stereo not drawn)
 : -1, -18, -0.4
82: COCCCNC(=O)c1c[nH]c2ccc(S(=O)(=O)N(C)c3ccccc3C)cc2c1=O
 : 2, -6, -0.1
83: Cc1cccc(C(C)C)c1NC(=O)COC(=O)CNS(=O)(=O)c1ccccc1
 : 2, 4, 3.2
84: COc1ccc2c3c(n(C)c2c1)[C@@H](CO)N(Cc1ccccc1F)CC31CCN(C(=O)C2CCCC2)CC1
 : 0, -150, -0.6
85: CC1CCN(c2ccc(C=O)o2)CC1
 : -3, -27, -1.0
86: COc1cc(OC)nc(Oc2cc(/C=N/O)ccc2OC)n1
 : 1, -2, 0.6
87: COC(=O)c1[nH]c2cccc(OC)c2c1NC(=O)CCN1CCSCC1
 : 2, -8, 8.1
88: Cc1ccnc(NC(=O)c2ccc(Cl)cc2Cl)n1
 : 1, -7, 7.1
89: Nc1ccccc1S(=O)(=O)C(F)F
 : 2, -3, -0.2
90: COc1cccc(CNC(=O)[C@H]2CCCN2C(=O)[C@H]2CCCN2C(=O)c2cccs2)c1
 : 1, 8, -0.1
91: COc1ccc2c3c(n(C)c2c1)[C@@H](CO)N(CC1CCCCC1)CC31CCN(C(C)=O)CC1
 : 7, -201, -0.3

Of the compounds above, six contain an aryl thioether with sulfur outside any ring:
Results follow in this order: ERAP1 inh, RAD52 inh, E-selectin induc
31: CC(Sc1nnc(NC2CC2)s1)C(=O)Nc1ccc(N2CCOCC2)cc1 (stereo not drawn)
 : 0, 3, 0.1
55: COc1cc(SC)ccc1C(=O)NCCOc1ccc(F)cc1
 : -2, -14, -0.1
56: Cc1csc(SCC(=O)NC(=O)NC(C)C)n1
 : 11, -6, 0.9
62: CSc1nnc(-c2cccc(NC(=S)NN)c2)o1
 : 4, -38, 1.3
77: Cc1cc(=O)[nH]c(SCC(=O)Nc2cc(S(=O)(=O)N(C)C)ccc2Cl)n1
 : 2, -7, 3.4
78: O=C(CSc1nc2[nH]ncc2c(=O)[nH]1)Nc1cccc(Cl)c1
 : -2, -10, 0.1

Compound activity deposited in PubChem BioAssay by Broad Institute.
